Chronic BCR inh = inhibitors of chronic active B-cell receptor signaling | Potency, µM (top dose mostly 46.1 µM), without a hit: at the highest dose ratio change, negative = lower green/red ratio, usual class: inhibitors | ABC-DLBCL IkBa-CBG/CBR reporter, luminescence ratio, 4 h | AID 493014 | 340,000 tested, 0.05% active; active = well fitted inhibition curve with a large enough effect in the signal ratio, with a control signal flat, not every such curve was filed as active; inconclusive = small, poorly fitted or top-dose-only effect, or effect the other way, or a change in a side signal; the % refers to the signal ratio;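 note: potency is the fitted concentration of half-maximal effect; plate controls were basal doxycycline-induced cells for no effect and cells given 10 µM MG132 for full effect; MG132 reads +100%, hits lower the ratio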
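TMD8 human ABC-DLBCL cells with doxycycline-inducible IκBα–green luciferase fusion and unfused red luciferase, in 0.5% FBS medium; compounds up to 46 uM, 4 h at 37C. Green/red luminescence ratio, filter-overlap corrected, fitted to concentration-response curves.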
TSHR antag = human thyrotropin receptor antagonism | P16473 | TSHR-expressing cells, TSH-stimulated cAMP HTRF, 2 h; stronger effect = lower value | activity change, negative = inhibition, % at 11.5 µM | 330,000 tested, 0.2% active;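 active = activity change below a set negative limit, meaning inhibition stronger than a set level, cut at about -70% in these data; inconclusive = activity change between two set negative limits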; note: % is set by controls: 0 for no effect and ±100 for the full control effect
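Read-out is FRET at 665 nm (cryptate excitation 337 nm) from a cryptate-tagged anti-cAMP antibody, competed by cell cAMP against cAMP-d2. Compounds are tested on freshly harvested TSHR cells challenged with 4nM TSH (EC80) for 2 hours at 37 deg C.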
S-ASM inh = human S-ASM enzyme inhibition; 340,000 tested, 0.006% active; AID 504937; P17405; placental ASM, HMU-PC fluorogenic substrate, 60 min; Potency, µM (doses to about 57.5 µM), for inactives: at the highest dose activity change, negative = inhibition, actives largely listed as inhibitors; note: potency is the fitted concentration of half-maximal effect
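qHTS format. ASM enzyme prepared from human placenta hydrolyses the fluorogenic substrate HMU-PC0 (9 uM final) over 60 min at 37 °C after a 10 min compound preincubation.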
Mito fusion act = inhibitors of mitochondrial division or activators of mitochondrial fusion. S. cerevisiae fusion-defective mutant growth rescue, CellTiterGlo 48 h. 320,000 tested, 0.23% active. Potency, µM (doses to about 46.1 µM), for inactives: top-dose growth rescue (activation), most hits filed as activators;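 note: potency is the fitted concentration of half-maximal effect; % of control where 0% means no effect; nearly all actives have a fitted effect of over 45% in size; temperature-sensitive fusion mutants such as fzo1-1 at 37 °C on non-fermentable ethanol glycerol medium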
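Luminescent cell viability in 1536-well qHTS format served as the measure of rescued growth in ts fusion-mutant S. cerevisiae cultured on non-fermentable YPEG for 48 hours at 37C.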
PKM2 act = increases activity of human pyruvate kinase M2; P14618; purified PKM2, Kinase-Glo ATP luminescence, activation; response scale: 0% is enzyme alone, no compound; Potency, µM (top dose mostly 57.5 µM), without a hit: at the top dose activation, most hits filed as activators; 260,000 tested, 0.34% active; note: potency is the fitted concentration of half-maximal effect; % is set by controls: 0 for no effect and ±100 for the full control effect; nearly all actives have a fitted effect of over 55% in size
Target sequence (P14618 whole entry, looked up): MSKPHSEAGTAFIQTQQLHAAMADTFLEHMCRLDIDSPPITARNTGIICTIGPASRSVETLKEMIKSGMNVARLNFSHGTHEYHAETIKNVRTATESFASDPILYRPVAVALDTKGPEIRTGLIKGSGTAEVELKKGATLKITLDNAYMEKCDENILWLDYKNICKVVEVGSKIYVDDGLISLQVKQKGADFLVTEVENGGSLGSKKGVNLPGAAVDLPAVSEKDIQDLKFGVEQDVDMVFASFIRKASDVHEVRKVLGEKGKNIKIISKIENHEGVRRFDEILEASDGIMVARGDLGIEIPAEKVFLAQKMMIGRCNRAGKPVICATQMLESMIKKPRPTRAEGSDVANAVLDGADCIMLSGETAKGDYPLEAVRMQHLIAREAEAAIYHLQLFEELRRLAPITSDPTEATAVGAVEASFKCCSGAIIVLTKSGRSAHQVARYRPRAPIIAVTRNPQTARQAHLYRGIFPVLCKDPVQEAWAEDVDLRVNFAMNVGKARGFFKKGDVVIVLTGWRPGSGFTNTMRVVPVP
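Purified hPK-M2 (>95%) run at intermediate activity with 0.1 mM ADP and 0.5 mM PEP in 50 mM imidazole pH 7.2, KCl, MgCl2; 1 h room temperature. ATP formed read by Kinase-Glo luminescence; normalized to uninhibited and no-enzyme controls.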
GALK inhibitor = galactokinase (human) inhibition | Potency, µM (highest dose often 57.5 µM), inactives show at the top dose activity change, negative = inhibition, hits mostly inhibitors | 270,000 tested, 0.007% active | Purified GALK, Kinase-Glo residual ATP luminescence | AID 1868 | P51570; note: potency is the fitted concentration of half-maximal effect; % is set by controls: 0 for no effect and ±100 for the full control effect
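Galactose (100 uM) and ATP (35 uM) were turned over by 5 nM GALK for 1 h at RT. Kinase-Glo Plus then converted the remaining ATP into a luminescent signal.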
MBNL1-CUG inh = MBNL1-poly(CUG) RNA binding inhibition | 280,000 tested, 0.036% active | Q9NR56 | TR-FRET MBNL1-His/biotin-(CUG)12 binding, 665/545 ratio | AID 2675 | Potency, µM (top dose mostly 57.5 µM), without a hit: top-dose activity change, negative = inhibition, most hits filed as inhibitors; active = well fitted inhibition curve with a large enough effect in the signal ratio, with a control signal flat, not every such curve was filed as active; inconclusive = small, poorly fitted or top-dose-only effect, or effect the other way, or a change in a side signal; inactive = no such curve, though single readings can be large or run the other way; the % refers to the signal ratio; note: potency is the fitted concentration of half-maximal effect; % is set by controls: 0 for no effect and ±100 for the full control effect
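TR-FRET between His-tagged MBNL1 and biotin-(CUG)12 RNA, detected with Tb anti-His antibody (0.055 ng/ul) and streptavidin-XL665 (5 nM), 60 min at room temperature. Compounds titrated 92 nM to 58 uM; 665/545 nm ratio normalized to buffer and complex controls.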
USP2a inh = inhibitors of human ubiquitin-specific protease USP2a; 330,000 tested, 0.01% active; O75604; Potency, µM (series often up to 38.3 µM), inactives show at the highest dose activity change, negative = inhibition, most hits filed as inhibitors; USP2 core, Ub-CHOP2 coupled fluorogenic reporter, 485/531;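 note: potency is the fitted concentration of half-maximal effect; plate controls were DMSO wells for no effect and full inhibition by NEM control for full effect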
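Cell-free coupled assay: 10nM USP2 core preincubated 30min RT with compound in Tris-HCl pH 8.0/CaCl2/CHAPS buffer, then 25nM Ub-CHOP2 and 25nM reporter substrate; fluorescence (Ex 485/Em 531) read after 60min RT, normalized to NEM inhibition, concentration-response curves fitted.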
Menin MLL FP TR = menin-MLL binding inhibition, Texas Red mutant peptide; Menin + Texas Red MLL mutant peptide, fluorescence polarization; Potency, µM (titrated, usually from 61.6 µM), for inactives: at the top dose FP activity change, negative = inhibition, actives largely listed as inhibitors; 270,000 tested, 0.23% active; active = well fitted inhibition curve with a large enough effect in the polarisation, with a control signal flat, not every such curve was filed as active; inconclusive = small, poorly fitted or top-dose-only effect, or effect the other way, or a change in a side signal; inactive = no such curve, though single readings can be large or run the other way; the % refers to the polarisation; note: potency is the fitted concentration of half-maximal effect; % of control where 0% means no effect; many of its hits are not listed in these tables
Target sequence (O00255 whole entry, looked up): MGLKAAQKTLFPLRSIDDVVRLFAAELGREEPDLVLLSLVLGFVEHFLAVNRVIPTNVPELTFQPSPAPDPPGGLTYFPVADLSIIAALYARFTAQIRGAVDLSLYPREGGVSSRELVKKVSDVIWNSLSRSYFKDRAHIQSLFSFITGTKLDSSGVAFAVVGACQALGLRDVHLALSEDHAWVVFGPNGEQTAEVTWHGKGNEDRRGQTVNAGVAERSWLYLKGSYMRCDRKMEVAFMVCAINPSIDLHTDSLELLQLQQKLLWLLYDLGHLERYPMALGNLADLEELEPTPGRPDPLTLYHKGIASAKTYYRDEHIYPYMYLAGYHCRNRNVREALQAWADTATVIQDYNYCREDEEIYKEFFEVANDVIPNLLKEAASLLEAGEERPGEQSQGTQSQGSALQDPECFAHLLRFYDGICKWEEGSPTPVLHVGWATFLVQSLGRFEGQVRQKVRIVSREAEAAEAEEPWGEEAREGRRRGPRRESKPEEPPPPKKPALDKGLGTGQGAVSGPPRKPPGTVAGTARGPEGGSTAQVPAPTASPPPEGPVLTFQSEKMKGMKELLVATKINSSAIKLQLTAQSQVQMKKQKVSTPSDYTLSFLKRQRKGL
Eya2 inh = blocks the phosphatase activity of human Eya2 | O00167 | recombinant Eya2, OMFP fluorescence dephosphorylation (OMFP is methylfluorescein phosphate) | Potency, µM (doses to about 76.9 µM), without a hit: at the top dose activity, negative = inhibition, usual class: inhibitors | 330,000 tested, 0.006% active; note: potency is the fitted concentration of half-maximal effect; % is set by controls: 0 for no effect and ±100 for the full control effect
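Eya2 protein (added as 0.2 uM solution) was preincubated with compound for 10 min at ambient temperature in 50 mM HEPES pH 7.5, 50 mM NaCl, 5 uM MgCl2, 0.05% BSA, 1 mM DTT. OMFP (added at 50 uM) then reacted 10 min; fluorescence read at 485/525 nm.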
KCNH2 WT inh = KCNH2 (human, wildtype) channel inhibition; U2OS, BacMam KCNH2, thallium flux FluxOr; stronger effect = lower value; activity change, % at 1.84 µM; 340,000 tested, 0.37% active;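 active = maximum activity change below -70%; inconclusive = maximum activity change between -70% and -50%; inactive = maximum activity change above -50%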; note: % is set by controls: 0 for no effect and ±100 for the full control effect
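U2OS cells were transduced with wild-type KCNH2 virus (2.03 x 10^8 / mL) for 4 h at room temperature, then cultured overnight at 37 C. Thallium flux was read with FluxOr dye. Rate constants were normalized to DMSO controls.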
Active calls of the source: *; ? = inconclusive; · = no result given; [ ] = remark or other dose. Unless noted, calls come from the whole dose curve; as a rule, active = well fitted curve in the direction sought with a large enough effect; inconclusive = small, poorly fitted or top-dose-only effect, or another doubt; inactive = no such curve, though single readings can be large; an effect the other way counts as inactive or inconclusive.

SMILES | Chronic BCR inh | TSHR antag | S-ASM inh | Mito fusion act | PKM2 act | GALK inhibitor | MBNL1-CUG inh | USP2a inh | Menin MLL FP TR | Eya2 inh | KCNH2 WT inh
CCOC(=O)CCc1c(C)nc2cc(-c3ccc(Cl)cc3)[nH]n2c1=O | ? | -7 | -1% | 1% | -4% | -5% | 1% | -1% | -1% | -27% | 5
CC1CCCN(c2nc3ccccc3nc2C(C#N)S(=O)(=O)c2cccs2)C1 (stereo unspecified) | 6% | -10 | 8% | 3% | -1% | -4% | 6% | -2% | · | 9% | 16
CC1(C)N(OCc2ccccc2)C(=O)C(=O)N(OCc2ccccc2)C1(C)C | -6% | 6 | 7% | 1% | 3% | -5% | -6% | 1% | · | -5% | 63
Cn1cc(C(=O)c2ccc(Cl)cc2Cl)cc1C(=O)NN | ? | -5 | 11% | 1% | · | -2% | -6% | -6% | -4% | -17% | 1
C#CCCc1cscc1/C=[N+](\[O-])c1ccc(C(=O)OCC)cc1 | -4% | 17 | -2% | 12% | · | · | · | -2% | · | -6% | -6
CS(=O)(=O)c1ccc(NC(=O)c2ccccc2-n2cnnn2)cc1 | 3% | 11 | 2% | -2% | · | · | · | 0% | · | -13% | 0
Nc1ccccc1Sc1c[nH]c2ccccc12 | -16% | -25 | -3% | 2% | · | -10% | -1% | 2% | · | -8% | 2
COc1ccccc1CCN1CCCC(CN(C)C(=O)CCC(=O)N(C)C)C1 (stereo unspecified) | -2% | 2 | 1% | 0% | 0% | 0% | -7% | 1% | -16% | 15% | 4
O=c1[nH]c2ccc(NCc3ccccc3OCc3ccc(Cl)cc3)cc2[nH]1 | ? | -13 | -5% | 3% | 1% | -4% | -4% | -9% | 3% | -24% | 0
COc1ccc(/C=N/OC(=O)c2ccc(Cl)cc2)c(Cl)c1OC | -5% | 11 | -1% | -2% | 2% | 0% | 2% | 10% | · | 6% | 0
Cc1nnc(NC(=O)CCn2cnc3ccccc3c2=O)s1 | 6% | -5 | -1% | -5% | -2% | 0% | -9% | 9% | -2% | 1% | -12
Cc1nnc(SCC(=O)c2c[nH]c3ccccc23)n1C1CC1 | ? | 2 | -1% | -2% | · | · | · | 2% | · | -7% | -12
COC(=O)C1=CO[C@@H](OC2OC(CO)C(O)C(O)C2O)[C@@H]2C(CO)=CC[C@H]12 (stereo partly specified) | 5% | 1 | 20% | -4% | -3% | · | -17% | 3% | 13% | 1% | -16
O=C(CC1Oc2ccc(Cl)cc2NC1=O)NC1CCCCCC1 (stereo unspecified) | -4% | 0 | 0% | -1% | -3% | -2% | -1% | 0% | -12% | 4% | 0
CCCSc1cc(=O)n(-c2ccc(F)cc2)nc1C(=O)OCC | -1% | -1 | -2% | -9% | -4% | -2% | ? | 4% | ? | -1% | 5
NS(=O)(=O)c1ccc(NC(=O)COC(=O)c2cccc(S(=O)(=O)N3CCCC3)c2)cc1 | -1% | 5 | -2% | -3% | 1% | -7% | -10% | 0% | · | 4% | -4
Cc1ccc(NC(=O)C2CCN(C(=O)c3ccc(F)cc3)CC2)nc1 | 1% | 4 | 1% | -1% | · | · | · | 0% | · | 10% | -6
COc1cccc(CC(NC(C)=O)C(=O)NC2CCN(c3ncccc3[N+](=O)[O-])CC2)c1 (stereo unspecified) | 0% | 14 | · | 2% | 0% | 15% | 3% | -2% | -5% | -8% | ·
CCC1CN(C(=O)NCc2ccccc2)c2ccccc2O1 (stereo unspecified) | 3% | -72* | -2% | 20% | · | · | -4% | -1% | -8% | 4% | -5
CC(=O)c1ccc(N2CCN(CC(=O)Nc3ccc(N4CCOCC4)cc3)CC2)cc1 | 0% | 10 | · | -1% | -2% | 6% | -3% | 0% | 1% | -6% | ·
CCCCCOC(=O)c1[nH]c2c(c1C)C(=O)C(C(=O)OC)C(C)C2 (stereo unspecified) | 0% | -6 | -8% | 1% | -1% | 3% | 5% | 0% | -9% | -4% | -6
Cc1cc(N/C=C(\C#N)S(=O)(=O)c2ccc(Cl)cc2)nc(C)n1 | 2% | -4 | -2% | 3% | 2% | 0% | · | 2% | · | 3% | 2
CCN(CC)CCC(c1ccc2c(c1)OCO2)c1c(O)cc(OC)cc1OC (stereo unspecified) | -8% | -3 | 3% | -18% | -3% | -1% | -1% | 7% | -13% | -14% | ·
O=C1C=CC(=O)N1CCCCCCN1C(=O)C=CC1=O | ? | -99* | 2% | 0% | -69% | 0% | ? | 0% | -4% | -16% | -9
O=C(Nc1ccccc1C(=O)N1CCCCCC1)c1cccc(S(=O)(=O)N2CCOCC2)c1 | 0% | -9 | 0% | 5% | 5% | -7% | -21% | -6% | -3% | 6% | -14
CCn1nnc2cc(C(=O)OCC(=O)N(C)Cc3cccc(F)c3)ccc21 | ? | -5 | 2% | · | · | · | · | 4% | · | -21% | 8
COCCN1Cc2cccc(C(=O)NCc3cccs3)c2C1=O | 3% | -4 | 5% | -4% | 3% | 0% | -5% | 10% | -8% | 8% | 4
CC(=O)NC1(c2ccccc2)CCN(c2nc(C)cc(C)n2)CC1 | 2% | 38 | 3% | -13% | -7% | 0% | 1% | -1% | 7% | 19% | -7
O=S(=O)(c1cccc2nsnc12)N1CCN(c2ccc(F)cc2)CC1 | 1% | -3 | -1% | -1% | 5% | 0% | 29% | 10% | 12% | 15% | 2
Cc1nc2ccccc2nc(C)c1=NOCc1ccccc1Cl | 8% | -4 | 2% | 8% | 1% | 0% | 5% | 5% | -10% | 6% | 6
Cc1ccc(S(=O)(=O)NC(CC(C)C)C(=O)N2CCN(C/C=C/c3ccccc3)CC2)cc1 (stereo unspecified) | ? | 0 | 5% | 9% | · | · | · | 1% | · | -2% | -1
Cc1ccccc1C(=O)NCC(c1ccco1)N1CCc2ccccc2C1 (stereo unspecified) | -5% | -6 | 3% | 11% | · | · | · | -1% | · | 6% | 7
Cc1cc(C)nc(NNC(=O)c2ccccc2O)n1 | -5% | -1 | -1% | 6% | -5% | 9% | 1% | 2% | 17% | -7% | ·
COc1ccc(NC(=O)NNC(=O)COc2ccc3cc(Br)ccc3c2)cc1 | 1% | -2 | 2% | 0% | 2% | 1% | 6% | -1% | ? | -15% | 4
CCOC(=O)Cc1csc(NS(=O)(=O)c2ccc([N+](=O)[O-])cc2)n1 | 6% | 0 | 4% | 3% | 1%[11.5 µM] | -2% | ? | 0% | ? | 21% | -6
COc1ccc(C2NC(=S)N3C(c4ccc(OC)cc4)NC(=S)N23)cc1 (stereo unspecified) | ? | -4 | 8% | 0% | -2% | 2% | -6% | 5% | 0% | 4% | -1
CCOC(=O)c1ccccc1NC(=O)c1c(F)c(F)c(F)c(F)c1F | ? | -4 | -7% | 15% | -6% | 2% | -3% | -1% | -8% | -12% | -7
O=C(NC1CCCC1)C(c1ccccn1)N(C(=O)c1csnn1)c1ccccc1Br (stereo unspecified) | -1% | 0 | 9% | -2% | · | · | · | 0% | · | -21% | 3
Cc1cccc(C(C)n2nnc3ccccc32)c1O (stereo unspecified) | 1% | -4 | 5% | 5% | · | · | · | 3% | · | 7% | -25
CC(=O)Cc1nsc(NC(=O)c2ccccc2)n1 | 1% | -4 | 0% | -9% | -6% | 0% | 7% | 0% | 15% | -3% | 15
CCN1CCN(Cc2oc(CO)cc(=O)c2O)CC1 | ? | 4 | 4% | 0% | 0% | 0% | 0% | 0% | -3% | 7% | -9
c1ccc(C(c2nnnn2C2CCCCC2)N2CCc3ccccc3C2)nc1 (stereo unspecified) | ? | -2 | 25% | 6% | -2% | 5% | 8% | 1% | -4% | -8% | -4
OCCN(Cc1ccccc1)Cc1ccccc1O | -1% | -5 | 1% | 0% | 1% | -1% | -1% | 1% | -15% | -2% | -3
Cc1ccc(Cc2nnc(SCC(=O)Nc3ccccc3)n(N)c2=O)cc1 | 0% | -2 | · | 1% | · | · | · | 2% | · | 3% | -6

Assay outcomes as filed in PubChem BioAssay.

A portion of the library. The share of hits here may be higher or lower than overall.
